Source: PubChem
RORg inh: blocks mouse ROR gamma transcriptional activity | P51450 | Drosophila S2 Gal4-RORgamma UAS-luciferase reporter, 20 h | Potency, µM (series often up to 53.6 µM), without a hit: at the top dose activity change, negative = inhibition, actives largely listed as inhibitors | 310,000 tested, 5.4% active | AID 2551; further: potency means the concentration at half of the fitted maximal effect; on the % scale 0 is the no-effect control and ±100 the full control effect; nearly all actives have a fitted effect of over 60% in size
Target sequence (P51450 whole entry, looked up, the tested form may be a part): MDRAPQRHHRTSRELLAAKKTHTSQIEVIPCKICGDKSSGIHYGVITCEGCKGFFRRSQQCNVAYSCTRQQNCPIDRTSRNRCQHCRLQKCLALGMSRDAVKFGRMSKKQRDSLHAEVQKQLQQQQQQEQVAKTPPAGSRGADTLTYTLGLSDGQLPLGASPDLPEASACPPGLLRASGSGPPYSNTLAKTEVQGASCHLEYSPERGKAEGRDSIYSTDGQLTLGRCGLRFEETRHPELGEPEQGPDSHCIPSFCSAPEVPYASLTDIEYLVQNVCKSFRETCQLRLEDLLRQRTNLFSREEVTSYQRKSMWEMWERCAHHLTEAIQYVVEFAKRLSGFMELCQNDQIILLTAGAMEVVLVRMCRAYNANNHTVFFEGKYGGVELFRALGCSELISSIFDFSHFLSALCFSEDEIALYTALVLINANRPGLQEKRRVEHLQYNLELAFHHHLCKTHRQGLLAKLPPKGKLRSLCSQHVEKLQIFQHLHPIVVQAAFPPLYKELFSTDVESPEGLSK
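Stable Schneider cell line, Gal4 DNA-binding domain fused to ROR gamma, UAS-luciferase. Cmpd 1 hr RT → CuSO4 700 uM final → 20 hr RT → luciferase reagent 10 min → luminescence.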
Rab9 prom act: activators of Rab9 promoter; Huh7 Rab9 promoter-luciferase reporter, luminescence, 24 h; Potency, µM (titrated, usually from 9.22 µM), for inactives: at the top dose activation, negative = inhibition, most hits filed as activators; 320,000 tested, 2.8% active; AID 485297; further: potency means the concentration at half of the fitted maximal effect; % of control where 0% means no effect; nearly all actives have a fitted effect of over 60% in size
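Quantitative HTS format; Huh7 Rab9-luciferase reporter cells (1500/well) receive compound 2 h post-plating, incubate 24 h at 37 °C, then get luciferase reagent for 10 min before luminescence reading.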
VP16 counter: inhibits Gal4-VP16 luciferase reporter, ROR gamma counter-screen; Drosophila S2 Gal4-VP16 UAS-luciferase, luminescence, 20 h; Potency, µM (top dose mostly 53.6 µM), for inactives: top-dose activity, negative = inhibition, usual class: inhibitors; 310,000 tested, 3.5% active; AID 2546;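 further: Gal4-VP16 expression switched on by copper sulfate through the metallothionein promoter; potency means the concentration at half of the fitted maximal effect; on the % scale 0 is the no-effect control and ±100 the full control effect; nearly all actives have a fitted effect of over 50% in size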
FLuc modulator: counter-screen for miR-21 project: firefly luciferase inhibitors or activators; P08659; purified FLuc, Km substrates, luminescence inhibition; Potency, µM (top dose mostly 57.5 µM), for inactives: at the highest dose activity change, negative = inhibition, actives largely listed as inhibitors; 360,000 tested, 6.9% active; AID 588342;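 further: potency means the concentration at half of the fitted maximal effect; plate controls were vehicle for no effect and reference inhibitor for full effect; nearly all actives have a fitted effect of over 55% in size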
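Purified P. pyralis luciferase (10nM final) with 10uM D-luciferin and 10uM ATP (Km levels) in 50mM Tris acetate pH 7.5, 10mM Mg acetate, 0.01% Tween-20, 0.05% BSA; qHTS 6-point titration, ~60 µM downward; luminescence read.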
ELG1 genotox: induces genotoxicity in HEK293T cells with luciferase-tagged ELG1. HEK293T ELG1-luciferase reporter, luminescence, 16 h. AID 504466. 330,000 tested, 1.3% active. Potency, µM (doses to about 46 µM), inactives show at the highest dose activity change, positive = activation, hits mostly activators; further: potency means the concentration at half of the fitted maximal effect; % of control where 0% means no effect; nearly all actives have a fitted effect of over 60% in size
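16 hr compound incubation (37 °C, 5% CO2) of HEK293T cells carrying luciferase-tagged ELG1; luciferase then measured by ONE-Glo luminescence after 30 min at RT.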
KCNH2 3.1 inh: KCNH2 3.1 (human) potassium channel inhibition | activity change, % (tested at about 1.8 µM) | U2OS KCNH2 3.1, thallium flux FluxOr; stronger effect = lower value | AID 720553 | 340,000 tested, 0.95% active;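 active means maximum activity change below -70%; inconclusive means maximum activity change from -70% to -50%; inactive means maximum activity change above -50%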;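 further: thallium influx rate constant from kinetic fluorescence after stimulation buffer; on the % scale 0 is the no-effect control and ±100 the full control effect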
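We transduce U2OS cells with the mutant 3.1 virus, culture them overnight, load FluxOr with Red40 quencher for 45 min, then add stimulation buffer and read kinetically for 2 min to derive a normalized rate constant.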
Giardia killer: Giardia lamblia killing | AID 540267 | Giardia lamblia trophozoite viability | 340,000 tested, 0.15% active | activity change, % at 7.66 µM, hits read low; in the data active means activity change below about -80%; inconclusive means between about -30% and that limit;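 further: parasites exposed to compound for two days anaerobically before the ATP read; on the % scale 0 is the no-effect control and ±100 the full control effect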
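Giardia lamblia trophozoites (100 cells/well) were incubated with compounds for 48 h at 37 deg C under anaerobic conditions. Viability was read as ATP content by one-step luminescence after 15-30 min at room temperature.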
Tb PFK inh: T. brucei PFK enzyme inhibition; O15648; T. brucei PFK, ADP-Glo luminescence; Potency, µM (series often up to 57.5 µM), inactives show at the highest dose activity, negative = inhibition, usual class: inhibitors; 330,000 tested, 0.17% active; AID 485367;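 further: potency means the concentration at half of the fitted maximal effect; 0% = uninhibited 1x PFK enzyme wells and -100% = no-enzyme wells; nearly all actives have a fitted effect of over 60% in size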
Target sequence (O15648 whole entry, looked up): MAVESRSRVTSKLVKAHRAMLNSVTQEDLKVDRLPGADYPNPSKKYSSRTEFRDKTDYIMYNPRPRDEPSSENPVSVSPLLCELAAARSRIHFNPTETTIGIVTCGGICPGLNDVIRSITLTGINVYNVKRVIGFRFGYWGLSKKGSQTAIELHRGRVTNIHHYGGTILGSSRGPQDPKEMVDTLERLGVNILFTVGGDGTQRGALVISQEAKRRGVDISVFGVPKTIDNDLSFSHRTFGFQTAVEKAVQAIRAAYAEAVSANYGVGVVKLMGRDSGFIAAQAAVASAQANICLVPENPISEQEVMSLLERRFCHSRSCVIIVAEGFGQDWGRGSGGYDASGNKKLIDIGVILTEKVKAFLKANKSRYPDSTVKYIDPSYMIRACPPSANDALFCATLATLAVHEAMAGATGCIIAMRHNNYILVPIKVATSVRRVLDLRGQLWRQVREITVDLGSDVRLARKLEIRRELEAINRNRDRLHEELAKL
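Activity is normalized to no-enzyme wells (full inhibition) and 1.25 nM enzyme wells (no inhibition). Reaction: 0.5 mM F6P, 0.1 mM ATP, 45 min RT, ADP-Glo luminescence; concentration-response curves fitted and classed by quality.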
FBPA coupling cs: counter-screen for Giardia aldolase inhibitors: coupling enzyme system; coupling enzyme system counterscreen, AmpLite Red fluorescence; activity change, negative = inhibition, % at 58.2 µM, hits read low; 290,000 tested, 0.67% active; in the data active means activity change below about -30%; further: on the % scale 0 is the no-effect control and ±100 the full control effect
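Fluorescence at 525 nm excitation and 598 nm emission measured inhibition of the coupled detection system without aldolase. Compounds (at 57.5 uM final) were preincubated 10 min at room temperature with coupling enzyme reagent before a 20 min substrate/AmpLite Red step.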
uPA surface inh: inhibitors of cell surface uPA generation; cell surface uPA generation assay, qHTS; Potency, µM (top dose mostly 38.3 µM), inactives show at the highest dose activity change, negative = inhibition, usual class: inhibitors; 330,000 tested, 0.31% active; AID 540303; active means well fitted inhibition curve with a large enough effect; inconclusive means small, poorly fitted or top-dose-only effect; inactive means no such curve, though single readings can be large or run the other way; tested in mouse RAW 264.7 cells; further: potency means the concentration at half of the fitted maximal effect; on the % scale 0 is the no-effect control and ±100 the full control effect; nearly all actives have a fitted effect of over 55% in size
NPC1 promoter act: NPC1 promoter activation. Huh7 NPC1 promoter luciferase reporter, 24 h. Potency, µM (titrated, usually from 9.22 µM), for the others: top-dose activation, actives largely listed as activators. AID 485313. 320,000 tested, 2.4% active;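 further: potency means the concentration at half of the fitted maximal effect; % of control where 0% means no effect; nearly all actives have a fitted effect of over 60% in size; reporter is driven by a mutant NPC1 promoter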
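NPC1 promoter–luciferase Huh7 cells; 24 h compound; luminescence.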
The depositor's hits bear a star; ? = inconclusive; . = not tested or not shown; & = joins results of further samples; [ ] = remark or other dose. Unless noted, the call rests on the fitted dose curve; in most records, active means well fitted curve in the direction sought with a large enough effect; inconclusive means small, poorly fitted or top-dose-only effect, or another doubt; inactive means no such curve, though single readings can be large; an effect the other way counts as inactive or inconclusive.

nr	Compound	RORg inh	KCNH2 3.1 inh	Tb PFK inh	uPA surface inh	VP16 counter	FLuc modulator
1	COc1cc(OC)c(NC(=O)c2ccc3c(SCC(=O)O)c4c(nc3c2)CCCC4)cc1Cl	13%	-104*	23%	1%	-1%	-12%
2	CCn1c(=O)n(CC)c2cc(S(N)(=O)=O)ccc21	3%	11	3%	7%	3%	2%
3	Cc1cccc(C(=O)c2cnc3ccccc3c2-c2ccccc2)c1	?	-2	-8%	3%	10µM*	0%
4	O=C(Nc1ccc(C(=O)N2CCOCC2)cc1)c1cccc([N+](=O)[O-])c1	10%	-1	-5%	5%	8%	3%
5	CC1CCC2(CC1)Nc1ccccc1C(=O)N2c1ccccc1 (stereo not given)	?	-5	-4%	0%	13%	-22%
6	Nc1c(C(=O)Nc2cccc(F)c2)nnn1-c1cccc(C(F)(F)F)c1	?	8	0%	7%	-1%[10 µM]	-4%&0%
7	CSc1nc2sc3c(c2c(=O)n1C)CCCC3	19%	4	-5%	-5%	4%	?
8	CCN(CC)S(=O)(=O)c1ccc(C(=O)/C=C/c2ccc(-c3ccc([N+](=O)[O-])cc3)o2)cc1	-29%	-7	2%	11%	6%	3%
9	CC1N(C)c2cc(NC(=O)c3ccco3)ccc2C1(C)C (stereo not given)	1%	-3	-2%	-25%	?	9.5µM*
10	CC1CCN(C(=O)CSc2nnc(CNC(=O)c3c(F)cccc3F)o2)CC1	-7%	-4	5%	1%	11%	4%
11	CCS(=O)(=O)NCC(c1ccco1)N1CCN(c2ccccc2F)CC1 (stereo not given)	-4%	0	-5%	2%	-1%	-3%
12	COc1cc(NC(=O)c2ccc3nsnc3c2)cc(OC)c1OC	-12%	7	0%	5%	7%	-4%
13	CCOC(=O)c1ccc2[nH]c3ccccc3c2c1	?	-5	2%	-5%	4%	19µM*
14	O=C1c2ccccc2C(=O)N1OS(=O)(=O)c1ccccc1	?	.	2%	.	16µM*	-1%
15	O=[N+]([O-])c1cc(Cl)ccc1N1CCCCC1	8%	-5	-16%	.	-3%	-14%

nr	NPC1 promoter act	ELG1 genotox	Rab9 prom act	Giardia killer	FBPA coupling cs
1	-8%	4%	-1%	-5	0
2	-1%	7%	5%	0	-4
3	0%	-18%	-14%	15	3
4	-12%	-3%	-6%	-1	2
5	21%	?	?	17	-1
6	?	?	?	-7	1
7	19%	?	12%	10	4
8	-3%	-2%	-2%	-4	-1
9	3.2µM*	?	1µM*	-16	-17
10	2%	-1%	9%	2	-1
11	0%	-1%	-4%	-28	-1
12	-1%	6%	4%	6	3
13	18%	10%	?	-11	-6
14	-12%	10%	-19%	.	0
15	-1%	0%	-4%	-11	-1

The listing continues:
nr	Compound	RORg inh	KCNH2 3.1 inh	Tb PFK inh	uPA surface inh	VP16 counter	FLuc modulator
16	N#CCSc1nc(Nc2ccc3c(c2)OCO3)c2ccccc2n1	?	4	-1%	.	-12%	-1%
17	N#Cc1cn(-c2ccccc2)nc1C(=O)c1ccccc1	-13%	-8	2%	-8%	-4%	1%
18	COc1ccc(Br)cc1C(=O)O	-12%	-9	-1%	-4%	2%	-1%
19	CCC(=O)Nc1c(-c2ccccc2Cl)c(=O)c2ccccc2n1C	4%	17	-4%	14%	-5%	-1%
20	O=C(NCc1ccccn1)c1cccc(S(=O)(=O)NCc2ccccc2)c1	.	-8	0%	5%	.	1%
21	Cc1ccc(N(CC(=O)NC(C)C)C(=O)CCC(=O)Nc2nccs2)cc1C	-1%	27	4%	3%	-1%	3%
22	CC(Sc1cnccn1)C(=O)O (stereo not given)	-15%	-6	0%	6%	-3%	-1%
23	CCOc1cc(/C=C/c2ccc3cccc([N+](=O)[O-])c3n2)ccc1O	22%	-10	7%	-9%	-2%	?
24	CC(Sc1nnc(CNC(=O)c2ccco2)n1C)C(=O)Nc1nccs1 (stereo not given)	23%	7	-8%	3%	2%	1%
25	COc1ccc(NC(=O)CCNS(=O)(=O)c2cc(Br)cnc2N)cc1OC	-2%	8	-4%	7%	-2%	1%
26	CCOC(=O)C1CCN(CCC(=O)Nc2ccccc2Cl)CC1	?	-18	-1%	2%	-2%	-1%&-1%
27	O=C(Nc1ccc(Br)cc1)c1cccc(NC(=O)C2C3CC4OC(=O)C2C4C3)c1 (stereo not given)	0%	-41	2%	4%	6%	?
28	CCN(c1ccccc1)S(=O)(=O)c1ccc(OC)c(NC(=O)Cc2ccccc2OC)c1	.	-10	-2%	-4%	.	0%
29	C=CCn1c(SC)nnc1-c1cccc([N+](=O)[O-])c1	2%	1	-2%	1%	-5%	3%
30	C=CCNC(=O)c1cc2c(=O)c3ccccc3oc2nc1C	7%	9	-2%	4%	11%[10 µM]	-11%

nr	NPC1 promoter act	ELG1 genotox	Rab9 prom act	Giardia killer	FBPA coupling cs
16	5%	-4%	0%	-16	0
17	0%	8%	-2%	23	6
18	-2%	3%	5%	-3	0
19	-4%	0%	-2%	3	-1
20	1%	0%	1%	-4	.
21	-6%	1%	-3%	4	1
22	-2%	4%	-2%	-4	1
23	-3%	0%	-1%	-23	1
24	1%	1%	0%	0	3
25	-1%	0%	-2%	-5	0
26	0%	0%	-3%	-1	1
27	12%	-4%	5%[1.84 µM]	-2	6
28	-7%	-1%	-6%	-3	.
29	-3%	1%	2%	18	2
30	11%	7%	24%	-28	3

Continuation.
nr	Compound	RORg inh	KCNH2 3.1 inh	Tb PFK inh	uPA surface inh	VP16 counter	FLuc modulator
31	COC(=O)c1ccc(-c2csc(NC(=O)c3c(C)noc3C)n2)cc1	.	-12	0%	-1%	.	?
32	CC(=O)N[C@@H](CS)C(=O)O	-3%&8%	3	?	6%	-3%&2%	3%
33	C=CC[C@@H](CC(=O)N(CCO)Cc1ccccc1)C(=O)N[C@H](COC(=O)[C@H](CC=C)CC(=O)OC(C)(C)C)Cc1c[nH]c2ccccc12	.	-3	-1%	-22%	.	.
34	Cc1cccc(N2C(=O)CC(N3CCN(c4ccc(Cl)cc4)CC3)C2=O)c1 (stereo not given)	-33%[1.91 µM]	2	0%	-16%	18%	-1%
35	Nc1ncnc2c1ncn2[C@@H]1O[C@H](CNCc2ccc(OCC(=O)Nc3nccs3)cc2)[C@@H](O)[C@H]1O	.	0	0%	-4%	.	.
36	CC(Sc1nnc2c(n1)[nH]c1ccccc12)C(=O)N(C)C1CCCCC1 (stereo not given)	?	2	0%	-10%	?	-17%

nr	NPC1 promoter act	ELG1 genotox	Rab9 prom act	Giardia killer	FBPA coupling cs
31	3%	-8%	19%	8	.
32	5%[46.1 µM]	0%	-1%[46.1 µM]	0	4
33	.	-15%	.	6	.
34	0%	-6%	2%	3	-3
35	.	10%	.	8	.
36	-17%	-28%	-22%	3	0

Taken from above:
KCNH2 3.1 inh result of `COC(=O)c1ccc(-c2csc(NC(=O)c3c(C)noc3C)n2)cc1` reads -12
uPA surface inh result of `C=CC[C@@H](CC(=O)N(CCO)Cc1ccccc1)C(=O)N[C@H](COC(=O)[C@H](CC=C)CC(=O)OC(C)(C)C)Cc1c[nH]c2ccccc12` reads -22%

A different layout for 3 compounds above:
Values in the order: RORg inh, KCNH2 3.1 inh, Tb PFK inh, uPA surface inh, VP16 counter, FLuc modulator, NPC1 promoter act, ELG1 genotox, Rab9 prom act, Giardia killer, FBPA coupling cs
#32 CC(=O)N[C@@H](CS)C(=O)O
→ -3%&8%, 3, ?, 6%, -3%&2%, 3%, 5%[46.1 µM], 0%, -1%[46.1 µM], 0, 4
#29 C=CCn1c(SC)nnc1-c1cccc([N+](=O)[O-])c1
→ 2%, 1, -2%, 1%, -5%, 3%, -3%, 1%, 2%, 18, 2
#16 N#CCSc1nc(Nc2ccc3c(c2)OCO3)c2ccccc2n1
→ ?, 4, -1%, ., -12%, -1%, 5%, -4%, 0%, -16, 0

Outcome played no part in choosing rows. Share with any hit: about 14%.
